GLP1R ag: activates the human GLP-1 receptor. P43220. 0.007% of 380,000 active. HEK293 GLP-1R CRE-luciferase, luminescence, 4-6 h; cells express a hypersensitive GLP-1R form. Potency, µM (series often up to 45.6 µM), for inactives: top-dose activation, hits mostly activators; note: % of control where 0% means no effect
Target sequence (P43220 whole entry, looked up): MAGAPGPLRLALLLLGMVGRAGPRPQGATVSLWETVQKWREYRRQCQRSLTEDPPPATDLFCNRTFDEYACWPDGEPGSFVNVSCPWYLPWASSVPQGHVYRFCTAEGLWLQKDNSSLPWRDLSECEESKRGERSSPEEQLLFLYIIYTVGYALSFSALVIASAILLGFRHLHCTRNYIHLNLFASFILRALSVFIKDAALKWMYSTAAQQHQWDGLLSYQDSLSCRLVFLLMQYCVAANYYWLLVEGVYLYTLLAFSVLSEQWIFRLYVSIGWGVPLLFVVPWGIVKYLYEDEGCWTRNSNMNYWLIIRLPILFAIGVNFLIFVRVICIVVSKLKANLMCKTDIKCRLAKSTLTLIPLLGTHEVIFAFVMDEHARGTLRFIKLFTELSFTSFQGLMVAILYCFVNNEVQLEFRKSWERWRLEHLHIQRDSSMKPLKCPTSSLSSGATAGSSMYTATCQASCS
HT1080 IDH1KD tx: HT-1080 IDH1 knockdown cell toxicity (counter line); HT-1080 IDH1 knockdown viability, ATP luminescence, 48 h; Potency, µM (doses to about 46.1 µM), for the others: at the top dose activity, negative = toxicity, usual class: cytotoxic; 2% of 360,000 active; AID 686971;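 note: 0% = DMSO wells and -100% = cell-free medium wells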
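Cytotoxicity counter-line: IDH1KD HT-1080, 48 h, CellTiter-Glo. Curves classed by r2, magnitude and activity.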
TDP-43 yeast inh: inhibitors of TDP-43 toxicity in yeast; TDP-43 expressing yeast growth rescue, BacTiter-Glo, 24 h; Potency, µM (doses to about 46.1 µM), for the others: at the highest dose growth rescue (activation), actives largely listed as activators; 1.8% of 410,000 active; note: % of control where 0% means no effect; nearly all actives have a fitted effect of over 50% in size
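Yeast expressing TDP-43 (pregrown in raffinose, seeded at OD600=0.02 in galactose medium) exposed to compounds 24 hr at 30 deg C. Growth read by BacTiter-Glo luminescence; rescue of toxicity appears as increased signal.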
KB-V1 cytotox: KB-V1 MDR subline cytotoxicity; KB-V1 MDR cells viability, CellTiter-Glo, 72 h; Potency, µM (highest dose often 46.1 µM), for inactives: top-dose activity change, negative = cytotoxicity, most hits filed as cytotoxic; 3.4% of 400,000 active; AID 1347076; note: % is set by controls: 0 for no effect and ±100 for the full control effect; nearly all actives have a fitted effect of over 60% in size
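Potencies derive from concentration-effect curves fitted to normalized luminescence (CellTiter-Glo) of KB-V1 cells treated for 72 h at 37 degrees C in phenol-red-free DMEM containing 10% FBS.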
GLP1R inv ag: GLP-1 receptor (human) inverse agonism; 1.6% of 410,000 active; HEK293 GLP-1R CRE-luciferase, luminescence, 24 h; GLP-1R form is constitutively active; Potency, µM (highest dose often 38.3 µM), without a hit: top-dose activity change, negative = inhibition, most hits filed as inhibitors; note: % is set by controls: 0 for no effect and ±100 for the full control effect; nearly all actives have a fitted effect of over 55% in size
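Constitutively active GLP-1R drives a cAMP-responsive luciferase in stably transfected HEK293 cells; test compounds are added after overnight (12 h) attachment and left 24 hr, and signal loss in luminescence marks inhibition.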
KB-3-1 cytotox: kills parental KB-3-1 adenocarcinoma cells; KB-3-1 viability, CellTiter-Glo ATP luminescence, 72 h; Potency, µM (series often up to 46.1 µM), without a hit: at the top dose activity change, negative = cytotoxic, hits mostly cytotoxic; 1.4% of 400,000 active; AID 1347075; note: % is set by controls: 0 for no effect and ±100 for the full control effect; nearly all actives have a fitted effect of over 60% in size
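KB-3-1 cells, DMEM (no phenol red) + 10% FBS; compound by pin transfer, 72 h, 37 °C. Readout: CellTiter-Glo luminescence after 10 min. Data normalized, curve-fitted.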
HT1080NT lethal: kills 2HG-producing HT-1080-NT fibrosarcoma cells; HT-1080-NT fibrosarcoma viability, CellTiter-Glo ATP luminescence, 48 h; Potency, µM (series often up to 46.1 µM), for the others: at the highest dose activity, negative = less viability, usual class: cytotoxic; 1.6% of 360,000 active;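 note: NT is the 2HG producing partner of a matched IDH1 knockdown line; 0% = DMSO-treated cells and -100% = media-only wells without cells; nearly all actives have a fitted effect of over 55% in size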
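Fibrosarcoma NT cells, 750 per well in 5% FBS RPMI, were exposed to compound for 48 hours. Viability: CellTiter-Glo luminescence.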
GLP1R cytotox: cytotoxicity counter-screen for GLP-1 receptor inverse agonists; 0.13% of 410,000 active; Potency, µM (top dose mostly 38.3 µM), inactives show at the highest dose activity change, negative = inhibition, most hits filed as inhibitors; HEK293 cAMP-luciferase reporter cells, luminescence, 24 h;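 note: loss of luciferase light is scored as toxicity; % is set by controls: 0 for no effect and ±100 for the full control effect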
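Quantitative HTS format, 1536 wells, 200 cells/uL seeded. Compounds: 23 nL, 24 h, 37 °C. Detection: luciferase reagent, luminescence at 12 min RT; decreased signal taken as cytotoxic.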
SW480 rerep: inducers of DNA re-replication in SW480 colon cancer cells; SW480 DNA re-replication, Hoechst DNA content imaging, 48 h; Potency, µM (top dose mostly 46.1 µM), inactives show at the top dose re-replication activation, usual class: activators; AID 624297; 1.8% of 340,000 active; note: % of control where 0% means no effect; nearly all actives have a fitted effect of over 55% in size
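SW480 cells exposed to compounds for 48 hr at 37 C, 5% CO2, then Hoechst-stained 40 min. Nuclear DNA content imaged by fluorescence scanning (405 nm excitation, 500-530 nm emission); re-replication scored as increased high-intensity nuclei.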
* hit, by the source's call; ? = inconclusive; . = no result given; & = joins results of further samples; [ ] = another dose, or the depositor's remark. Calls come from the whole dose curve; as a rule, active = well fitted curve in the direction sought with a large enough effect; inconclusive = small, poorly fitted or top-dose-only effect, or another doubt; inactive = no such curve, though single readings can be large; an effect the other way counts as inactive or inconclusive. Potency is the fitted concentration of half-maximal effect.

SMILES | GLP1R ag | HT1080 IDH1KD tx | TDP-43 yeast inh | KB-V1 cytotox | GLP1R inv ag | KB-3-1 cytotox | HT1080NT lethal | GLP1R cytotox | SW480 rerep
CC1CCN(C(=O)Cn2nnc(-c3ccc([N+](=O)[O-])cc3)n2)CC1 | 13% | -1% | -8% | -13% | -15% | 7% | 3% | -23% | -13%
CC(C)COc1ccc(C(=O)Nc2ccc(N3CCOCC3)cc2N2CCOCC2)cc1 | -1% | 1% | 25% | . | 16% | . | 6% | -2% | -3%
CCCOc1ccc(/C=N/Nc2cc(N3CCOCC3)ncn2)c(O)c1 | -3% | 3.7µM* | 18% | -2% | ? | 12µM* | ? | -17% | ?
Cc1ccccc1C1(O)c2ccccc2-c2ccccc21 | 2% | 1% | ? | 2% | ? | -12% | -2% | -7% | .
O=C(c1ccc(COc2c(F)c(F)c(F)c(F)c2F)o1)N1CCOCC1 | 13% | -3% | 29% | -17% | 17% | -5% | -5% | 5% | ?
CN1CCN(CC(=O)N2N=C(c3cccs3)CC2c2ccco2)CC1 (stereo not drawn) | -1% | -15% | -5% | -21% | 10% | 1% | 0% | 0% | -40%[inhibitor]
Cc1ccc(SCCNS(=O)(=O)c2ccc3c(c2)OCCO3)cc1 | 1% | -7% | ? | 5% | ? | -3% | -5% | 6% | 3%
O=C(NC(=S)Nc1ccccn1)c1cccc([N+](=O)[O-])c1 | 21% | 17% | -16%[1.82 µM] | ? | -16% | 15% | 23% | ? | -3%
O=C(CSc1nc2ccc(Cl)cc2o1)NCc1ccc2c(c1)OCO2 | 11% | -7% | ? | ? | -26% | ? | -8% | 7% | 17%
C=CCNc1ncnc2c1cnn2-c1cccc(C)c1 | 16% | 5% | 37% | -11% | -18% | -3% | 9% | -8% | -2%
CCCNC(=O)CCC(=O)N1Cc2cccc(OC)c2Oc2ncccc21 | . | . | 9% | 2% | 6% | -8% | . | 1% | .
CC(=O)Nc1cc[n+](CC(=O)c2ccc(Cl)cc2)cc1 | 16% | 7% | -2%[1.82 µM] | ? | -8% | -2% | 8% | -2% | -3%
C=C(C)c1cccc(C(C)(C)NC(=O)Nc2ccc(C(N)=O)cc2)c1 | 10% | -21% | -23%[9.22 µM] | -19% | ? | -7% | -4% | 2% | -18%
Cc1cccc(N2CC(C)Cn3c2nc2c3c(=O)[nH]c(=O)n2C)c1 (stereo not drawn) | 1% | ? | 1% | -14% | -9% | -4% | -3% | -1% | 2%
CCc1ccc(/C=N/n2c(C)cc(C)c(C#N)c2=O)cc1 | 1% | 13% | -22% | 9.2µM* | -1% | 4% | 6% | -21% | -52%[inhibitor]
CC(=O)c1ccccc1NC(=O)c1ccc(N2CCCC2=O)cc1 | 7% | -5% | -4% | -10% | 71%[activator] | -5% | -2% | 16% | ?
CN(C)C(CNC(=O)CCNS(=O)(=O)c1ccccc1C(F)(F)F)c1ccccc1 (stereo not drawn) | 13% | 1% | 6% | -13% | -9% | -3% | -2% | 8% | 5%
O=C(N/N=C/c1cccn1-c1cccc(C(=O)O)c1)Nc1ccccc1 | 11% | 13% | 5% | 3% | 4% | -1% | 7% | 2% | -33%[inhibitor]
CCCCCC1CCC(c2ccc(/C(N)=N/O)cc2)CC1 (stereo not drawn) | 9% | 1% | ? | 9% | 8% | -18% | -6% | -2% | 2.3µM*
Cc1ccc(Cn2cc(/C=C(/C#N)C(=O)Nc3cccc(Cl)c3)c3ccccc32)cc1 | . | . | 11% | ? | 7% | -12% | . | -11% | .
COc1ccc2cc(CN(Cc3ccco3)C(c3nnnn3C3CCCCC3)C(C)C)c(=O)[nH]c2c1 (stereo not drawn) | 9% | 0% | -20% | 0% | 1% | 0% | 1% | 3% | 12%
COc1ccc(OC)c(S(=O)(=O)Nc2ccc3c(c2)n(C)c(=O)n3C)c1 | 22% | -15% | -9%&25% | 20%&1% | 89%&34%[activator] | -1%&0% | -17% | -4%&-13% | -11%
COc1ccc(S(=O)(=O)N(CCc2ccccc2)CC(=O)O)cc1C | -13% | -2% | -12% | 10% | 1% | 4% | 10%[9.24 µM] | -1% | -7%
CSCCC(NC(=O)c1ccccc1)C(=O)NCCCSc1ccccc1 (stereo not drawn) | -4% | -3% | 4% | -8% | ? | 2% | -7% | -9% | -5%
O=C(NCc1ccc(Cl)cc1)C1CCCN(c2ncnc3onc(-c4ccc(F)cc4)c23)C1 (stereo not drawn) | . | . | -9% | 1% | 11% | 2% | . | 3% | .

A draw from above in order of length of the SMILES, rising.
SMILES | GLP1R ag | HT1080 IDH1KD tx | TDP-43 yeast inh | KB-V1 cytotox | GLP1R inv ag | KB-3-1 cytotox | HT1080NT lethal | GLP1R cytotox | SW480 rerep
Cc1ccccc1C1(O)c2ccccc2-c2ccccc21 | 2% | 1% | ? | 2% | ? | -12% | -2% | -7% | .
CCc1ccc(/C=N/n2c(C)cc(C)c(C#N)c2=O)cc1 | 1% | 13% | -22% | 9.2µM* | -1% | 4% | 6% | -21% | -52%[inhibitor]
CCCNC(=O)CCC(=O)N1Cc2cccc(OC)c2Oc2ncccc21 | . | . | 9% | 2% | 6% | -8% | . | 1% | .
COc1ccc(S(=O)(=O)N(CCc2ccccc2)CC(=O)O)cc1C | -13% | -2% | -12% | 10% | 1% | 4% | 10%[9.24 µM] | -1% | -7%
Cc1cccc(N2CC(C)Cn3c2nc2c3c(=O)[nH]c(=O)n2C)c1 (stereo not drawn) | 1% | ? | 1% | -14% | -9% | -4% | -3% | -1% | 2%
C=C(C)c1cccc(C(C)(C)NC(=O)Nc2ccc(C(N)=O)cc2)c1 | 10% | -21% | -23%[9.22 µM] | -19% | ? | -7% | -4% | 2% | -18%
O=C(NCc1ccc(Cl)cc1)C1CCCN(c2ncnc3onc(-c4ccc(F)cc4)c23)C1 (stereo not drawn) | . | . | -9% | 1% | 11% | 2% | . | 3% | .
COc1ccc2cc(CN(Cc3ccco3)C(c3nnnn3C3CCCCC3)C(C)C)c(=O)[nH]c2c1 (stereo not drawn) | 9% | 0% | -20% | 0% | 1% | 0% | 1% | 3% | 12%

Additional compounds
SMILES | GLP1R ag | HT1080 IDH1KD tx | TDP-43 yeast inh | KB-V1 cytotox | GLP1R inv ag | KB-3-1 cytotox | HT1080NT lethal | GLP1R cytotox | SW480 rerep
O=C(O)C1c2ccccc2Cc2ccccc21 | -2% | -7% | ? | 7% | -11% | -9% | -1% | -5% | .
Cc1ncoc1C(=O)N1CCCC(C(=O)c2ccc(-c3ccccc3)cc2)C1 (stereo not drawn) | 7% | -17% | 26% | -25% | -31% | -16% | -1% | -3% | -7%
O=C(CN1C(=O)CSc2ccc(S(=O)(=O)N3CCOCC3)cc21)NCCCN1CCc2ccccc2C1 | 9% | -19% | -13% | 3% | ? | 0% | -10% | -12% | -70%[inhibitor]
N#Cc1ccc(CSc2nc(N)cc(=O)[nH]2)cc1 | 9% | -2% | -13% | 3% | 8% | -4% | -3% | 0% | -7%
O=C(O)CSc1nnc(SCc2cccc3ccccc23)s1 | -8% | 5% | -13% | 0% | 1% | -1% | 9% | 5% | -6%
O=C(Nc1ccc(S(=O)(=O)NCc2ccco2)cc1)c1ccncc1 | 24% | -11% | 2% | 0% | 37%[activator] | -4% | -5% | 2% | -4%
CC(C)=C1SC(N2CCN(c3cccc(C)c3)CC2)=NC1=O | -1% | 0% | 4% | 2% | -3% | -11% | -13% | -1% | 18%
Cc1ccc(O)c(NC(=O)c2noc(C(C)C)c2[N+](=O)[O-])c1 | 0% | 5% | 20% | -6% | 48%[activator] | -7% | 14% | -13% | -15%
CCc1c(C)sc2nc(C(C)C)nc(SCC(=O)N3CCc4ccccc4C3)c12 | 0% | 9% | -14% | -2% | 0% | 3% | 1% | -13% | 1%
Cc1ccc(NC(=O)CN2CCc3ccccc3C2)cc1 | 6% | -7% | -11% | 10% | 0% | 0% | -2% | 1% | 1%
C=CCN1C2CCCC1CC(NC(=O)Nc1cccc(C(C)=O)c1)C2 (stereo not drawn) | 1% | 1% | -8% | 8% | 2% | 0% | -3% | 0% | -3%
CN1C(=O)CC(N2CCN(CCN=CC3=C(O)CC(C)(C)CC3=O)CC2)C1=O (stereo not drawn) | 29% | -1% | 27% | ? | -8% | 28% | -2% | 94%[activator] | ?
COc1ccc(-c2cc(-c3n[nH]c(=S)n3-c3ccccc3OC)[nH]n2)cc1 | 18% | 8% | 6% | -3% | 83%[activator] | 14% | 15% | 0% | -4%
CCOC(=O)C1CCCCN1Cc1ccc(F)c(Br)c1 (stereo not drawn) | 0% | 7% | -16% | 22% | 8% | -1% | 1% | -4% | -1%
Oc1ccccc1-c1nc(NCc2cccnc2)c2ccccc2n1 | -2% | ? | -9% | ? | ? | ? | ? | -27% | -3%
Cc1ccc(NC(=O)c2ccc(NC(=O)C3CCCCC3C(=O)O)cc2)cc1 (stereo not drawn) | -4% | 0% | -5% | 10% | 7% | 15% | 5% | -4% | -6%
C=CCNC(=S)NNC(=O)c1ccco1 | 2% | 11% | -11% | 43% | 0% | 16% | 5% | -14% | -5%
Cc1ccc(NC(=O)c2cc(C)n(-c3cccc(C)c3)c2C)cc1 | -2% | -30% | ? | ? | 11µM* | -30% | -17% | ? | ?
Cn1nc(CC(=O)Nc2cccc3ncccc23)c2ccccc2c1=O | -9% | ? | -9% | ? | 2% | -24% | -10% | -23% | 4%
Cc1cccc(NC(=O)CN2C(=O)CCc3ccccc32)c1C | . | . | 8%[9.22 µM] | -7% | -16% | -2% | . | 0% | .
